# HepG2 viability: counter-screen for TGF-b inhibitors: cytotoxicity in HepG2 cells; HepG2 CAGA-GFP viability, ATP luminescence, 18 h; Potency, µM (titrated, usually from 46.1 µM), without a hit: at the highest dose activity change, negative = cytotoxicity, hits mostly cytotoxic; 410,000 compounds, 0.76% hits; further: potency means the concentration at half of the fitted maximal effect; some results filed as inactive show a strong effect at the top dose
#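 HepG2 CAGA-GFP cells (1000/well, DMEM with 1% FBS) received compound, then TGF-beta at 500 pg/mL final, and were incubated 18 hours at 37 degrees C. Viability was read by CellTiter-Glo luminescence. Media-only wells were set as complete cell-killing and DMSO as no toxicity.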
# IL2 activator: IL-2 activation. IL-2 activation reporter assay, cell-based qHTS; stimulated with anti-CD3/CD4/CD28 beads; in transgenic mouse T cells. activation, % (series mostly up to about 46 µM). 360,000 compounds, 0.065% hits. AID 652025; in the data active means activation above about 50%; inconclusive means mostly about 30% to 49%; further: 0% is about no effect
#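 Readout is EGFP and DsRed signal by fluorescent plate cytometry after 18 h at 37 degrees C. Transgenic mouse T cells (750/well) received compound for 60 min before bead stimulation (anti-CD3, anti-CD4, anti-CD28); memory T cells served as non-tolerant control.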
# TGFb SMAD3 inh: inhibitors of TGF-b signaling; HepG2 CAGA-GFP TGF-b/SMAD3 reporter, GFP fluorescence, 18 h; TGF-beta stimulated, 500 pg/mL final; Potency, µM (titrated, usually from 46.1 µM), inactives show at the highest dose activity, negative = inhibition, actives largely listed as inhibitors; 410,000 compounds, 1.2% hits; AID 588855; further: potency means the concentration at half of the fitted maximal effect; on the % scale 0 is the no-effect control and ±100 the full control effect; nearly all actives have a fitted effect of over 65% in size
#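 Smad-responsive CAGA-GFP expression was quantified in HEPG2 cells exposed to compounds and 500 pg/mL final TGF-beta for 18 h at 37 degrees C; unstimulated wells defined full inhibition.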
# Nrf2 activator: activates Nrf2 signaling; AREc32 ARE-luciferase reporter (MCF7-derived line), luminescence, 24 h; Potency, µM (doses to about 46.1 µM), without a hit: at the highest dose activation, usual class: activators; 410,000 compounds, 0.31% hits; further: potency means the concentration at half of the fitted maximal effect; % of control where 0% means no effect; nearly all actives have a fitted effect of over 65% in size
#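 Reporter line AREc32 (ARE-Fluc), seeded overnight in OPTI-MEM with 5% FBS; compound pin-transferred, 24 hr at 37 deg C, 5% CO2; luminescent read-out.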
# ATXN viability: viability counter-screen for ATXN expression inhibitors | Potency, µM (series often up to 56.7 µM), usual class: cytotoxic | 400,000 compounds, 0.49% hits | S2 cells (HEK-293 line with an ATXN2-luciferase reporter) viability, CellTiter-Fluor protease fluorescence, 24 h; further: potency means the concentration at half of the fitted maximal effect; nearly all actives have a fitted effect of over 40% in size
# EPAC2 ag: agonists of human EPAC2 (RAPGEF4); Q8WZA2; EPAC2 activation, biochemical qHTS; response scale: 100% = 6.5 mM cAMP response; Potency, µM (top dose mostly 154 µM), for the others: at the top dose activation, usual class: activators; 360,000 compounds, 0.079% hits; further: potency means the concentration at half of the fitted maximal effect; nearly all actives have a fitted effect of over 50% in size
# Target sequence (Q8WZA2 whole entry, looked up): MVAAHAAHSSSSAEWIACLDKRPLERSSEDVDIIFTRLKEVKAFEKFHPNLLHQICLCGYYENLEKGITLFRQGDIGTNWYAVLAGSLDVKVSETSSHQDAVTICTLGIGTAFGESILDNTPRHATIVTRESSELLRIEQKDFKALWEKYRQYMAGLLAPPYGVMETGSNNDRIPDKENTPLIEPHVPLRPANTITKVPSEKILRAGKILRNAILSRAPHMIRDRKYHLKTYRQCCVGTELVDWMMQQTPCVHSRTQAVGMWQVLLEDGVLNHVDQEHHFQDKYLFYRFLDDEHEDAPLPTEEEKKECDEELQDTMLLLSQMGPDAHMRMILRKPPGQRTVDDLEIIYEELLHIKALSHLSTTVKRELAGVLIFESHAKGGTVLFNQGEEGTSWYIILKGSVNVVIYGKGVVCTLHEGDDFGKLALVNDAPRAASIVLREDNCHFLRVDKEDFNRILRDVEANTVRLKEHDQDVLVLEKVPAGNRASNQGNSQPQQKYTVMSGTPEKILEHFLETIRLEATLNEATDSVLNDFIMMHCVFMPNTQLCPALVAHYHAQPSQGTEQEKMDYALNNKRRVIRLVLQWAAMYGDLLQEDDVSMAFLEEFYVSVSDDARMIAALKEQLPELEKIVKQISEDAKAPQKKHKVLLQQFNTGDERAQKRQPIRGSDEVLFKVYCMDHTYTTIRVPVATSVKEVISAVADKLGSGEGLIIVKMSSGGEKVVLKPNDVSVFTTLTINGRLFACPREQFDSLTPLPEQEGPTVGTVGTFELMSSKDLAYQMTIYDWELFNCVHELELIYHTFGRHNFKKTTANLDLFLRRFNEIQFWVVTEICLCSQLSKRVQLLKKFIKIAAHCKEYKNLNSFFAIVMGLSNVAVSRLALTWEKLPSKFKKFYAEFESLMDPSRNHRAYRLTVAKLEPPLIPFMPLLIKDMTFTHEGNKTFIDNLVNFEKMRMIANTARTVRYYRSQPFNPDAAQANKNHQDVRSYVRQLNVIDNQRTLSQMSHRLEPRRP
#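 EPAC2 (100 nM) mixed with Rap1B loaded with BODIPY-GDP (250 nM) plus 50 uM unlabeled GDP; compounds pinned in, 5 min RT, then read every 5 min for 30 min (ex 480, em 540 nm). Normalized to cAMP control.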
# Nrf2 block: Nrf2 pathway inhibition | Potency, µM (doses to about 46 µM), for inactives: at the top dose activity change, negative = inhibition, usual class: inhibitors | 360,000 compounds, 2.1% hits | A549 ARE-Fluc reporter, luciferase luminescence, 18-24 h | AID 504444; further: potency means the concentration at half of the fitted maximal effect; on the % scale 0 is the no-effect control and ±100 the full control effect; nearly all actives have a fitted effect of over 60% in size
#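 Reporter: ARE-Fluc in A549. Exposure: 18-24 h, 37 °C, 5% CO2, 5% FBS OPTI-MEM. Readouts: fluorescent cytotoxicity (CellTiter-Fluor), then luminescent Nrf2 signal after BugLite.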
# ATXN2 expr inh: inhibitors of ATXN2 expression | 360,000 compounds, 0.72% hits | Potency, µM (top dose mostly 57 µM), for the others: at the highest dose activity change, negative = inhibition, most hits filed as inhibitors | HEK-293 ATXN2-luciferase reporter, luminescence, 24 h | AID 1745845; further: potency means the concentration at half of the fitted maximal effect; on the % scale 0 is the no-effect control and ±100 the full control effect; nearly all actives have a fitted effect of over 55% in size
#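 qHTS (up to 57 uM final) was run with 24 h compound exposure of reporter cells at 37 °C. Each well was multiplexed: SteadyGlo luminescence measured ATXN2-luciferase expression after a fluorogenic Gly-Phe-AFC viability readout (25 uM final).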
# A549 tox: kills or reduces viability of A549 cells in Nrf2 counter-screen; A549 ARE-Fluc cells, CellTiter-Fluor viability, 18-24 h; Potency, µM (top dose mostly 46 µM), for the others: at the top dose activity change, negative = cytotoxicity, actives largely listed as inhibitors; 390,000 compounds, 0.16% hits; AID 504648; further: potency means the concentration at half of the fitted maximal effect; on the % scale 0 is the no-effect control and ±100 the full control effect
#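 Cytotoxicity counterscreen: CellTiter-Fluor fluorescence was measured in A549 ARE_Fluc cells after 18-24 h of compound exposure in a concentration series. The subsequent BugLite luminescent read reports ARE-luciferase activity.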
# Starred values were filed as active, the others as inactive; i = inactive; ? = inconclusive; . = not tested or not shown; & = joins results of further samples; [ ] = remark or other dose. Unless noted, the call rests on the fitted dose curve; in most records, active means well fitted curve in the direction sought with a large enough effect; inconclusive means small, poorly fitted or top-dose-only effect, or another doubt; inactive means no such curve, though single readings can be large; an effect the other way counts as inactive or inconclusive.
# Each structure is followed by: IL2 activator	Nrf2 activator	ATXN viability	TGFb SMAD3 inh	HepG2 viability	EPAC2 ag	ATXN2 expr inh	A549 tox	Nrf2 block
- CC(=O)c1nn(-c2ccccc2)cc1C(=O)c1cccc(Br)c1
  -0.5	?	?	-6.2%	-28.9%	6.1%	.	24.8%	-18.4%
- Cc1cccc(N2CCN(C(=O)c3ccc4c(c3)OCCO4)CC2C)c1 (stereo not given)
  0.6	0.0%	i	8.2%	-1.5%	0.0%	-9.1%	-1.9%	1.9%
- Nc1nc(-c2ccc(Cl)cc2Cl)cn1N
  -1.6	2.5%	i	-1.8%	-10.0%	7.1%	15.0%	-1.2%	17.2%
- CCN1CCN(C(=O)c2cc(-c3cccnc3)nc3ccc(Br)cc23)CC1
  -0.2	-0.4%	i	-6.0%	-12.4%	5.8%	3.7%	1.5%	-0.3%
- COc1cn(-c2ccccc2)nc1C(=O)Nc1ccccc1
  -0.7	17.0%	i	26.5%	-3.2%	5.9%	29.1%	-3.4%	?
- S=C(NCc1ccco1)N1CCN(C(c2ccccc2)c2ccccc2)CC1
  -1.7	-0.1%	i	-12.1%	-6.9%	17.5%	5.0%	1.1%	2.0%
- O=C1NNC(c2ccccc2)=N/C1=C\c1ccco1
  -2.2	7.7%	i	-3.3%	-16.1%	4.4%	-17.1%	1.3%	-0.3%
- Cc1c(C(=O)N2CCOCC2)sc2ncnc(N3CCc4ccccc4C3)c12
  -1.1	2.8%	i	?	-20.8%	6.3%	-3.1%	0.5%	.
- O=C(NCCCn1ccnc1)c1cc(-c2ccc3c(c2)OCO3)on1
  -4.6	-0.6%	?	?	-0.7%	1.9%	21.8%	-0.5%	-1.2%
- Cc1ccccc1NC(=O)CN1CCC(C(=O)c2ccc3c(c2)OCCO3)CC1
  3.1	0.0%	i	-29.5%	-1.1%	7.2%	-14.2%	-9.4%	-14.4%
- Cc1cc(C(=O)N/N=C/c2c(C)n(C)c3ccccc23)n[nH]1
  -1.2	-0.3%	i	3.6%	9.9%	7.4%	1.1%	6.2%	12.7%
- O=C(Nc1ccc(Cl)cc1)Nc1nnc(/C=C/c2ccccc2)s1
  -0.4	-0.5%	i	7.08µM*	-34.9%	2.7%	0.9%	0.9%	-6.4%
- CCN(CC)CCNc1ncnc2c1sc1nc(N3CCOCC3)c3c(c12)CC(C)(C)SC3
  -1.9	-0.4%	.	-18.9%	-8.6%	8.3%	.	-10.4%	2.8%
- CC1(C(=O)NCCC#N)CCN1C(=O)C1(c2ccccc2)CC1 (stereo not given)
  2.3	1.1%	i	-1.5%	-14.6%	10.3%	-1.4%	.	.
- COc1ccc(C(=O)CN2C(=O)NC3(CCCc4ccccc43)C2=O)c(OC)c1 (stereo not given)
  -2.9	-0.4%	i	7.3%	4.4%	-3.4%	4.0%	-8.6%	21.3%
- COc1ccc(CN(C)C(=O)c2cc(-c3ccccc3)nc3ccc(C)cc23)c(OC)c1
  -3.9	0.1%	?	1.3%	2.2%	-1.3%	.	.	.
- COc1ccccc1Oc1ccc(S(=O)(=O)Nc2cccnc2)cc1
  0.3	-0.5%	i	9.0%	-27.2%	-0.9%	-16.0%	-13.5%	?
- CN1CCN(S(=O)(=O)c2ccc(Cl)cc2)CC1
  2.0&-1.7	-0.4%&0.1%	?	-9.2%&6.3%	1.7%&7.1%	1.0%&-2.3%	10.6%	1.4%&14.9%	1.1%&6.2%
- Cc1ccc2cc(CCNC(=O)c3cccs3)c(=O)[nH]c2c1C
  -3.0	2.8%	i	10.6%	3.1%	15.6%	64.5%[activator]	-10.8%	18.1%
- OCC[C@H]1C[C@@H](O)[C@H](O)[C@]2(OCCCc3ccccc32)O1
  -0.1	-0.3%	i	-0.7%	6.8%	3.5%	10.2%	-1.0%	-7.9%
- COCCNC(=O)CCCCCN1C(=O)CCC1=O
  0.0	0.2%	i	-10.9%	8.9%	-2.1%	1.1%	6.5%	?
- Cc1ccc(CNC(=O)c2cn(C)c3ccc(S(=O)(=O)N4CCC(C)CC4)cc3c2=O)cc1
  .	-1.1%	i	2.6%	0.6%	.	2.0%	?	-1.1%
- COc1cccc(/C=N/NC(=O)c2c(-c3ccccc3)noc2C)c1O
  -2.8	-1.1%	?	-21.2%	-43.3%	-8.7%	?	5.0%	-14.5%
- Cc1cccc(C2CC(c3ccc(F)cc3)Nc3nc(N)nn32)c1 (stereo not given)
  -2.5	-1.1%	i	-16.3%	5.2%	8.0%	-0.9%	1.4%	1.3%
- CC1(C)CC(Nc2ccc(Nc3ccccc3)cc2)CC(C)(C)N1
  -2.3	?	?	-29.4%	-29.6%	-5.7%	.	-13.0%	-25.1%
- CC(CNC(=O)c1nnc(Cc2ccc(F)cc2)o1)c1ccccc1 (stereo not given)
  .	0.4%	i	-0.1%	-7.5%	.	-5.5%	9.0%	21.5%
- CCCCC[C@@H](C)N1C[C@@H](COCc2ccccc2)Oc2cc(N3CC[C@H](N(C)C)C3)ccc2S1(=O)=O
  -0.6	-3.6%	.	.	.	-5.4%	?	.	.
- Nc1nc(-c2nc3ccccc3[nH]2)cs1
  4.4	-0.8%	i	-1.2%	-36.8%	2.1%	-33.8%	-3.0%	?
- O=C(Nc1ccccc1N1CCOCC1)c1cccnc1
  0.4	0.6%	i	-9.4%	-13.3%	-1.1%	-13.2%[11.3 µM]	-0.9%	2.6%
- Cc1nn2c(=O)cc(COC(=O)c3ccccc3NC(=O)c3ccccc3C)nc2s1
  .	3.6%	.	2.4%	-21.0%	.	.	8.4%	.

# The list goes on; the last two above are carried over.
# Each structure is followed by: IL2 activator	Nrf2 activator	ATXN viability	TGFb SMAD3 inh	HepG2 viability	EPAC2 ag	ATXN2 expr inh	A549 tox	Nrf2 block
- O=C(Nc1ccccc1N1CCOCC1)c1cccnc1
  0.4	0.6%	i	-9.4%	-13.3%	-1.1%	-13.2%[11.3 µM]	-0.9%	2.6%
- Cc1nn2c(=O)cc(COC(=O)c3ccccc3NC(=O)c3ccccc3C)nc2s1
  .	3.6%	.	2.4%	-21.0%	.	.	8.4%	.
- COc1ccc(/C=C(\NC(=O)c2ccc(OC)c(OC)c2)C(=O)N2CCN(C)CC2)cc1
  -1.5	-0.6%	i	0.5%	-4.4%	7.8%	11.8%	2.3%	1.6%
- COC(=O)c1cc(C(=O)Nc2ccc(S(N)(=O)=O)cc2)cc([N+](=O)[O-])c1
  0.5	-0.2%	i	8.7%	3.2%	2.8%	8.7%	-2.2%	-1.9%
- COc1cc(NC(=O)c2cccs2)c(C(=O)OCC(=O)NC(C)c2ccccc2)cc1OC (stereo not given)
  -2.3	3.3%	i	0.1%	-30.2%	-1.8%	-20.4%	-11.6%	-16.2%
- CCCCOc1ccc(CNC(=O)c2cnc3sc(N4CCOCC4)nn3c2=O)cc1
  .	0.2%	.	-0.8%	4.4%	.	.	-0.7%	?
- COc1ccc(C2CC(=O)c3cnc(NC(=O)c4ccccc4OC)nc3C2)c(OC)c1 (stereo not given)
  -0.4	?	i	?	2.0%	5.2%	-0.4%	-8.5%	4.8%
- COc1ccccc1C(=O)NCC(=O)OC(C)C(=O)NC1CCCCC1C (stereo not given)
  1.1	-0.5%	i	-1.4%	-2.5%	6.1%	-4.2%	4.0%	16.1%
- c1ccc(-c2cc3nc(NCC4CC4)nc(NCC4CCCCC4)c3s2)cc1
  -1.0	-4.8%	14.1µM*	10µM*	17.8µM*	18.2%	?	.	.
- N#CCCn1c(C2CCCCC2)nc2ccccc21
  1.6	0.0%	i	1.0%	10.8%	-3.0%	-3.1%	-2.1%	-15.2%
- Cc1onc(-c2ccccc2)c1C(=O)Nc1ccc(S(=O)(=O)N2CCOCC2)cc1
  -0.5	0.0%	i	-3.6%	-14.0%	18.4%	2.5%	0.6%	?
- CCOc1ccc(C(=O)OCC(=O)c2c(N)n(C)c(=O)n(C)c2=O)cc1OCC
  -0.2	0.1%	i	-1.7%	0.7%	-11.1%	0.0%	1.9%	-23.3%
- Cc1cccc(Nc2c([N+](=O)[O-])cc(C(=O)N3CC(=O)Nc4ccccc43)cc2[N+](=O)[O-])c1
  -1.9	2.5%	?	-19.4%	-6.2%	8.9%	.	-2.6%	-15.2%
- CN(CC(=O)Nc1ccc(Cl)c(Cl)c1)CC(=O)N1CCc2ccccc21
  -2.2	2.9%	i	?	-49.2%	0.4%	.	.	.
- COc1cccc(CNC(=O)C2CCN(Cc3cc4ccccc4n3Cc3ccccc3)CC2)c1OC
  .	3.9%	?	0.1%	-1.4%	.	-8.8%	?	.
- COC(=O)c1ccc(S(=O)(=O)NNC(=O)c2ccc(S(=O)(=O)N3CCCCC3)cc2)cc1
  -3.0	-0.5%	i	?	-45.7%	4.0%	-3.7%	-0.6%	-6.8%

# Entries of single compounds, quoted from the list.
# c1ccc(-c2cc3nc(NCC4CC4)nc(NCC4CCCCC4)c3s2)cc1 as listed: IL2 activator: -1.0; Nrf2 activator: -4.8%; ATXN viability: 14.1µM*; TGFb SMAD3 inh: 10µM*; HepG2 viability: 17.8µM*; EPAC2 ag: 18.2%; ATXN2 expr inh: ?; A549 tox: .; Nrf2 block: .
# COC(=O)c1cc(C(=O)Nc2ccc(S(N)(=O)=O)cc2)cc([N+](=O)[O-])c1 as listed: IL2 activator: 0.5; Nrf2 activator: -0.2%; ATXN viability: i; TGFb SMAD3 inh: 8.7%; HepG2 viability: 3.2%; EPAC2 ag: 2.8%; ATXN2 expr inh: 8.7%; A549 tox: -2.2%; Nrf2 block: -1.9%
